TbPYK inhibitor: qHTS of Trypanosoma Brucei Inhibitors; 410,000 tested, 0.12% active; Potency, µM (highest dose often 76.8 µM), for inactives: at the top dose activity, negative = inhibition, actives largely listed as inhibitors; pyruvate kinase (Trypanosoma brucei), Q57TT1; TbPYK enzyme, Kinase-Glo Plus ATP luminescence, 45 min; AID 624173, 2012; further: potency means the concentration at half of the fitted maximal effect; on the % scale 0 is the no-effect control and ±100 the full control effect; nearly all actives have a fitted effect of over 50% in size
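Activity of T. brucei pyruvate kinase was followed by Kinase-Glo Plus luminescence after the enzyme reacted 45 min at room temperature with 130 uM ADP (final) and substrate. Test compounds were added before ADP at multiple concentrations.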
Pf growth 48h: Primary qHTS for delayed death inhibitors of the malarial parasite plastid, 48 hour incubation. P. falciparum luciferase growth in erythrocytes, 48 h. Potency, µM (top dose mostly 28.7 µM), for inactives: top-dose activity change, negative = inhibition, hits mostly inhibitors. 310,000 tested, 5.9% active. AID 504832, 2011; further: potency means the concentration at half of the fitted maximal effect; on the % scale 0 is the no-effect control and ±100 the full control effect
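Here the parasites carry a stable luciferase gene and grow inside erythrocytes in Albumax-based RPMI medium with compound for one erythrocytic cycle. Activity is scored as loss of luminescent signal.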
HCV inhibitor: qHTS Assay for Inhibitors of Hepatitis C Virus (HCV). Huh7.5.1 HCVcc-Cre infection, luciferase reporter, 44 h. Potency, µM (doses to about 41.8 µM), for the others: at the highest dose activity change, negative = inhibition, hits mostly inhibitors. 340,000 tested, 3.4% active. AID 651820, 2012; further: potency means the concentration at half of the fitted maximal effect; on the % scale 0 is the no-effect control and ±100 the full control effect
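HCVcc-Cre virus at an moi near 0.5 was added right after compound to cells cultured 4 h from seeding (1,000 cells/well). Luciferase activity was determined 44 h later, 15 min after substrate addition at RT.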
LmPK inh: qHTS Assay for Inhibitors of Leishmania Mexicana Pyruvate Kinase (LmPK) | Q27686 | purified LmPK, Kinase-Glo ATP luminescence, 1 h | Potency, µM (top dose mostly 57.5 µM), for the others: at the top dose activity change, negative = inhibition, hits mostly inhibitors | 290,000 tested, 0.37% active; further: potency means the concentration at half of the fitted maximal effect; on the % scale 0 is the no-effect control and ±100 the full control effect
Target sequence (Q27686 whole entry, looked up): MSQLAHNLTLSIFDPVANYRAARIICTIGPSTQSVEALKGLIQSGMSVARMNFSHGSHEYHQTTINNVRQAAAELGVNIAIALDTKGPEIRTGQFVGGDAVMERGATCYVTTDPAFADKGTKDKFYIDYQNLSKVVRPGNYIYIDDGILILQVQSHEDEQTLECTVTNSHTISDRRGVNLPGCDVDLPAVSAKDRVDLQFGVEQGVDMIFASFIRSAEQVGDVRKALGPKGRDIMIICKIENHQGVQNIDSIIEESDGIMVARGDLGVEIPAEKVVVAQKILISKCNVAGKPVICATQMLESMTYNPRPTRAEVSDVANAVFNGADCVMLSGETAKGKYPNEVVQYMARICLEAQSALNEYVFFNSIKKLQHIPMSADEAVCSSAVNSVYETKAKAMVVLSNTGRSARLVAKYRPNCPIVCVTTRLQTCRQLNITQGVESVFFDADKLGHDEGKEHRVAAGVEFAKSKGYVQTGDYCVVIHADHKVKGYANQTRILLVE
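Screened at intermediate enzyme activity to detect both inhibitors and activators: LmPK at 0.1 nM, with a 0.5 nM enzyme column as activation reference. PEP 0.5 mM, ADP 0.1 mM; ATP detected by luminescence after 1 h.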
Shiga inhibitor: A qHTS for Small Molecule Inhibitors of Shiga Toxin; Vero cells, Shiga toxin protein synthesis inhibition reporter; inhibition, % at 38.7 µM; 290,000 tested, 9.2% active; AID 2315, 2010; in the data active means inhibition mostly above about 28%, no sharp cut-off; inactive means mostly below about 43%; further: 0% is about no effect
Cycloheximide cs: Cycloheximide Counterscreen for Small Molecule Inhibitors of Shiga Toxin. max response, %. 300,000 tested, 12% active. cell reporter, cycloheximide protein synthesis inhibition counterscreen; in the data active means max response mostly above about 13%, no sharp cut-off; inactive means mostly below about 14%; further: read at 38.3 µM for the half of the compounds with a filed dose; 0% is about no effect
Pf growth 96h: Primary qHTS for delayed death inhibitors of the malarial parasite plastid, 96 hour incubation. P. falciparum luciferase reporter growth, 96 h. Potency, µM (titrated, usually from 28.7 µM), for the others: at the highest dose activity change, negative = inhibition, actives largely listed as inhibitors. 320,000 tested, 6.9% active; further: potency means the concentration at half of the fitted maximal effect; on the % scale 0 is the no-effect control and ±100 the full control effect
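Luminescence readout: decreased luciferase signal marks inhibited growth of reporter-expressing P. falciparum in infected red cells (2% hematocrit, 0.05% parasitemia final), exposed to compound two generations (96 h, 37 C, 5% CO2).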
* = called active by the depositor; ? = inconclusive; . = not tested or not shown; & = joins results of further samples; [ ] = remark or other dose. Unless noted, the call rests on the fitted dose curve; in most records, active means well fitted curve in the direction sought with a large enough effect; inconclusive means small, poorly fitted or top-dose-only effect, or another doubt; inactive means no such curve, though single readings can be large; an effect the other way counts as inactive or inconclusive.

SMILES	TbPYK inhibitor	Pf growth 48h	HCV inhibitor	LmPK inh	Shiga inhibitor	Cycloheximide cs	Pf growth 96h
Cc1ccc(-n2nnnc2-c2cnc(N3CCCC3)nc2C(F)(F)F)cc1	4%	.	11µM*	1%	-4	-2	5%
O=C1CC(C(=O)Nc2ccc(C(=O)N3CCOCC3)cc2)C2(CCCCC2)O1 (configuration not stated)	4%	-2%	-7%	0%	-7	-5	.
CC(=O)Nc1ccc(S(=O)(=O)N2CCN(Cc3ccncc3)CC2)cc1	-1%	3%	8%	0%	-1	-1	41%[activator]
Cc1ccc(C(=O)CN2CCN(c3ccccn3)CC2)c(C)c1	-3%	18%	-4%	0%	-7	7	?
CC(C)(C)c1csc(NC(=O)c2cccnc2)n1	-1%	?	0%	-11%	17	13*	15µM*
O=c1cc[nH]c2c(C(F)(F)F)cccc12	-8%	11%	3%	2%	-1	-3	.
N#C/C(=N\Nc1ccccc1F)C(=N)N1CCCCC1	1%	455%[activator]	-3%	1%	114*	51*	427%[activator]
COc1cccc(NC(=O)N2CCC(NC(=O)C(Cc3ccccc3OC)NC(C)=O)CC2)c1 (configuration not stated)	0%	-7%	25%	9%	3	-2	?
CS(=O)(=O)N(CC(=O)Nc1cccc(Br)c1)Cc1ccccc1	1%	23%	7%	-7%	-4	-2	74%[activator]
O=C(CSc1ccc(-c2ccccn2)nn1)Nc1nccs1	4%	33%[activator]	4%	1%	14	18	0%
CC(C)(C)NC(=O)C(c1ccco1)N(C(=O)Cn1nnc(-c2ccc(F)cc2)n1)c1ccccc1F (configuration not stated)	-4%	?	?	6%	7	-1	1%
CC(=O)OC1(C(F)(F)F)Oc2ccccc2NC1=O (configuration not stated)	1%	10%	9%	6%	-9	-1	42%[activator]
O=C1/C(=C/c2ccc(O)c([N+](=O)[O-])c2)SC(=S)N1Cc1ccccc1	-3%	-23%	8%	-7%	-2	6	?
O=C(Nc1nnc(CCS(=O)(=O)c2ccc3ccccc3c2)s1)c1ccc([N+](=O)[O-])cc1	-1%	18%	8%	-6%	21	-3	?
Oc1cccc(/C=N/Nc2nn3cnnc3c3ccccc23)c1	2%	12%	5%	14µM*	24	-2	4%
O=c1c2c3nc4ccccc4nc3n(CC3CCCO3)c2ncn1CCc1ccccc1 (configuration not stated)	3%	-14%	2%	5%	-21	-1	?
Cc1ccc2[nH]c(C(F)(F)F)cc(=O)c2c1	9%	-8%	9%	-13%	-1	14	-5%
COc1ccc(NC(=O)CSCC(=O)Nc2ccc(S(=O)(=O)N3CCCCC3)cc2)cc1	1%	-14%	18%	1%	-4	-4	-12%
CCc1nc2oc3cc(OC)ccc3c(=O)c2c(=O)n1Cc1ccccc1	-7%	.	-7%	-2%	11	-2	?
CCN(C(=O)COC(=O)c1ccc2c(=O)n3c(nc2c1)CCC3)C1CCS(=O)(=O)C1 (configuration not stated)	3%	8%	0%	5%	-3	-4	30%[activator]

Already shown: entries from further up.
SMILES	TbPYK inhibitor	Pf growth 48h	HCV inhibitor	LmPK inh	Shiga inhibitor	Cycloheximide cs	Pf growth 96h
O=C1CC(C(=O)Nc2ccc(C(=O)N3CCOCC3)cc2)C2(CCCCC2)O1 (configuration not stated)	4%	-2%	-7%	0%	-7	-5	.
CC(=O)Nc1ccc(S(=O)(=O)N2CCN(Cc3ccncc3)CC2)cc1	-1%	3%	8%	0%	-1	-1	41%[activator]
Cc1ccc(C(=O)CN2CCN(c3ccccn3)CC2)c(C)c1	-3%	18%	-4%	0%	-7	7	?
CC(C)(C)c1csc(NC(=O)c2cccnc2)n1	-1%	?	0%	-11%	17	13*	15µM*
O=c1cc[nH]c2c(C(F)(F)F)cccc12	-8%	11%	3%	2%	-1	-3	.
N#C/C(=N\Nc1ccccc1F)C(=N)N1CCCCC1	1%	455%[activator]	-3%	1%	114*	51*	427%[activator]
COc1cccc(NC(=O)N2CCC(NC(=O)C(Cc3ccccc3OC)NC(C)=O)CC2)c1 (configuration not stated)	0%	-7%	25%	9%	3	-2	?
CS(=O)(=O)N(CC(=O)Nc1cccc(Br)c1)Cc1ccccc1	1%	23%	7%	-7%	-4	-2	74%[activator]
O=C(CSc1ccc(-c2ccccn2)nn1)Nc1nccs1	4%	33%[activator]	4%	1%	14	18	0%
CC(C)(C)NC(=O)C(c1ccco1)N(C(=O)Cn1nnc(-c2ccc(F)cc2)n1)c1ccccc1F (configuration not stated)	-4%	?	?	6%	7	-1	1%
CC(=O)OC1(C(F)(F)F)Oc2ccccc2NC1=O (configuration not stated)	1%	10%	9%	6%	-9	-1	42%[activator]
O=C1/C(=C/c2ccc(O)c([N+](=O)[O-])c2)SC(=S)N1Cc1ccccc1	-3%	-23%	8%	-7%	-2	6	?
O=C(Nc1nnc(CCS(=O)(=O)c2ccc3ccccc3c2)s1)c1ccc([N+](=O)[O-])cc1	-1%	18%	8%	-6%	21	-3	?
Oc1cccc(/C=N/Nc2nn3cnnc3c3ccccc23)c1	2%	12%	5%	14µM*	24	-2	4%

Continued:
SMILES	TbPYK inhibitor	Pf growth 48h	HCV inhibitor	LmPK inh	Shiga inhibitor	Cycloheximide cs	Pf growth 96h
C/C(CC(=O)Nc1ccc2c(c1)OCCO2)=N\NC(=O)c1cccc(O)c1	-5%	28%	11%	0%	84*	33*	?
CCCCN(C(=O)Cc1ccc2c(c1)OCCO2)c1c(N)n(CCC)c(=O)[nH]c1=O	-8%	-22%	4%	.	.	.	?
Cc1ccc(C23CC4CC(CC(C(=O)N5CCOCC5)(C4)C2)C3)cc1	3%	.	?	1%	-19	-6	-28%
Nn1c(SCC(=O)Nc2ccccc2Oc2ccccc2)nnc1C1CC1	0%	38%[activator]	?	.	.	.	9%
Cc1ccc(/C=N/NC(=O)C(O)c2ccccc2)o1 (configuration not stated)	-4%	-3%	19%	-6%	26	5	25%
CC(=O)c1cn(CC(=O)Nc2ccc(C)cc2)c2ccccc12	4%	5%	?	8%	-3	-4	128%[activator]
CCN1C(=O)Cc2cc(S(=O)(=O)NCCc3ccccc3)ccc21	1%	?	?	-3%	-3	-3	16%
CN(c1ccccc1)c1nc(N)c([N+](=O)[O-])c(N2CCCCCC2)n1	5%	?	?	6%	56*	21*	-19%
O=C(NCc1nc2ccccc2[nH]1)c1cccc(S(=O)(=O)N2CCCCC2)c1	4%	-16%	-2%	2%	-11	-2	12%
Cc1ccc(CNC(=O)CCS(=O)(=O)c2ccc3c(c2)NC(=O)C(C)S3)cc1 (configuration not stated)	3%	-10%	-9%	-7%	-5	-3	-12%
COc1ccc(C(O)(C(C)C)C(CN2CCOCC2)c2ccc(Cl)cc2)cc1 (configuration not stated)	1%	8.3µM*	?	2%	26	-1	0%
C#CC[N+](C)(C)C(C#Cc1ccccc1)CC=C (configuration not stated)	1%	9.3µM*	20%	1%	-12	-4	5.9µM*
O=C(Nc1ccc(F)cc1F)c1cc2ccccc2oc1=O	-1%	-1%	11%	-10%	53*	20*	104%[activator]
O=C(CSc1nc(Nc2ccccc2)nc(N2CCOCC2)n1)N1CCCC1	-5%	?	?	-12%	-22	0	?
Clc1cccc(CSc2nc3ccncc3[nH]2)c1	1%	.	-1%	-1%	38	19	?
Cc1ccccc1OCC(O)CN1CCN(c2ccccn2)CC1 (configuration not stated)	2%	13%	2%	-1%	0	6	19%[5.75 µM]
COc1ccccc1NC(=O)CN1C(=O)CC(C)S(=O)(=O)c2ccccc21 (configuration not stated)	-3%	3%	.	-4%	16	-1	3%
O=C(Nc1ccccc1N1CCCC1)c1ccc(Br)o1	1%	-25%	?	-3%	21	9.2*	-12%
Cc1ccc(/C=C2\SC(N3CCCCC3)=NC2=O)cc1	-4%	-5%	-17%	-1%	73*	42*	390%[activator]
C=CCC(CC=C)(NC(=O)c1cccc(C)c1)c1ccccc1	-8%	-18%	14%	-1%	13	-1	?
O=C(Nc1ccc2oc(-c3ccncc3)nc2c1)c1ccc(Br)o1	-1%	39%[activator]	-10%	0%	-10	-5	26%
Cc1ccc(CN(C#N)c2nc(C)cc(C)n2)cc1	2%	-5%	5%	-4%	-6	-3	?
Cc1ccc(Cn2c(=O)n(-c3ccccc3)c(=O)c3ccc(C(=O)NCc4ccco4)cc32)cc1	-2%&-4%	?	6%[8.37 µM]	0%	-17	1	98%[activator]
Cc1cc(NC(=O)CSCC(=O)N2CCN(c3cccc(C)c3C)CC2)no1	0%	?	-4%	.	.	.	?
COc1ccc(C(=O)N[C@H]2COC(C)(C)O[C@H]2c2ccccc2)cc1	-2%	11%	5%	-1%	10	12	?
C=CCOc1nc(-c2ccccc2Cl)nc2ccccc12	-1%	-5%	-8%	4%	20	1	12%
Cc1cccc(N2C(=S)N=C(Nc3c(C)cccc3C)C23CCOC(C)(C)C3)c1 (configuration not stated)	-3%	.	7%	8%	3	-2	-21%
c1cc(CSc2nnc(-c3ccc4c(c3)OCO4)o2)ccn1	0%	76%[activator]	14%	1%	88*	44*	-8%
Cc1ccccc1Nc1c(-c2ccccn2)nc2c(C)cccn12	-3%	?	-23%	2%	24	-1	?
Cc1cc(/C=N/Nc2nc(N3CCOCC3)nc(N3CCOCC3)n2)c(C)n1-c1ccccc1	0%	9.3µM*	?	-4%[11.5 µM]	5	9	62%[activator]
CC(C)CC(C(=O)O)N1C(=O)[C@@H]2[C@H](C1=O)[C@@H]1C[C@H]2C(Br)C1Br (some centres not stated)	-1%	18%	3%	-5%	-9	2	20%
CC(C)C(=O)c1cn(CC(=O)NCC2CCCO2)c2ccccc12 (configuration not stated)	-2%	-7%	-15%	1%	4	-3	?
Cc1c(C(=O)N/N=C/c2cccnc2)nnn1-c1nonc1N	0%	-9%	-7%	-4%	19	0	24%
O=S(=O)(c1ccc2nnn(O)c2c1)N1CCCCC1	4%	-12%	14%	9%[11.5 µM]	-8	-3	18%
C/C(=N\Nc1cc(N2CCOCC2)ncn1)c1ccccc1	2%	0%	-13%	2%	30*	28*	?
CC(C)(C)CC(=O)N[C@@H](Cc1ccccc1)c1nc2ccccc2[nH]1	7%	-29%	-8%	-4%	-5	-2	?
O=C(NC1CCCCC1)C(c1ccc(F)cc1)N(C(=O)Cc1ccsc1)c1ccc(F)cc1 (configuration not stated)	-5%	16%	-11%	0%	-10	-2	38%[activator]
CCCCCn1c(NC(=O)c2ccco2)c(C(=O)OCC)c2nc3ccccc3nc21	-26%	?	?	4%	18	-2	?
Cc1cc(NC(=O)CSc2nnc(C3COc4ccccc4O3)n2C)no1 (configuration not stated)	8%	3%	11%	-1%	21	1	0%
N#C/C(=C/c1cccc([N+](=O)[O-])c1)c1nnc2n1CCCCC2	-12%	20%	-2%	1%	-8	-4	.

Compound activity: PubChem, National Center for Advancing Translational Sciences (NCATS)
